RGS8-Gao = modulates binding of RGS8 to human Galphao | P09471 | response (percent of control binding), % at 10 µM | multiplexed bead flow cytometry; actives lie on both sides | AID 1423 | actives 0.34% (n = 220,000); in the data active = response below about 60% or above about 140%; inactive = in between;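 also: Galphao activated as the GDP aluminium fluoride complex binding bead-coupled RGS8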
Target sequence (P09471 whole entry, looked up): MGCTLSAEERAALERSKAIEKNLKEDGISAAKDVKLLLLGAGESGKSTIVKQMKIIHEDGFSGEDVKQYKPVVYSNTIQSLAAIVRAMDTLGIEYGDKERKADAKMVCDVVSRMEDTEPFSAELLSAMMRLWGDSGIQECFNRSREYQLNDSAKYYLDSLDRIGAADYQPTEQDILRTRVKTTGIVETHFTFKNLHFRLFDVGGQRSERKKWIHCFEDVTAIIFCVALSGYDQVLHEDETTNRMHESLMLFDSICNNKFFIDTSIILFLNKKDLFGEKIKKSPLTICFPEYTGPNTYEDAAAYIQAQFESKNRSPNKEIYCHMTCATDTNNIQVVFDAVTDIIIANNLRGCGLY
Cdc42 wt GTP = human Cdc42 wildtype GTP binding change, either direction | P60953 | GST-Cdc42 beads, Bodipy-GTP binding, flow cytometry; actives lie on both sides | percent activity (GTP binding), % at 10 µM | actives 0.2% (n = 190,000);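 active = percent activity GTP binding at least 20 points away from the 100% baseline, either down as inhibitor or up as activator; inconclusive = compound flagged as likely green fluorescent from well-wide comparison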;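 also: median bead fluorescence of bound Bodipy-FL-GTP at 100 nM; 0% = excess unlabeled GTP control and 100% = no compound control; below 100% means less GTP binding so inhibitor and above means activator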
Target sequence (P60953 whole entry, looked up): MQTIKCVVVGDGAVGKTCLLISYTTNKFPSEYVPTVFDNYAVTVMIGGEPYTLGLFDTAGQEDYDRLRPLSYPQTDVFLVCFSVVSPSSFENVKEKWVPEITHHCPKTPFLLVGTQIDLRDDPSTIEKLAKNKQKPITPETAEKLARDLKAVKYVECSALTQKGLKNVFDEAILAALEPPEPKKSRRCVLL
Rac1 mut GTP = alters GTP binding to activated mutant human Rac1. P63000. GST-Rac1 activated beads, fluorescent GTP binding, flow cytometry; actives lie on both sides; 100% means binding = to untreated wells. percent activity (GTP binding), % at 10 µM. actives 0.11% (n = 190,000). AID 764;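 active = GTP binding at least 20 percentage points away from the 100% baseline, in either direction, so actives lie on both sides; inconclusive = Compound likely fluorescent itself, or too few beads counted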
Pf gamet viab = P. falciparum stage V gametocyte viability inhibition; P. falciparum stage V gametocytes, ATP luminescence, 24 h; inhibition, % at 10.9 µM; actives 0.065% (n = 150,000);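 active = inhibition above the mean plus 3 SD of compounds within the control limits, set per campaign, cut at about 38% in these data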;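 also: 0% = DMSO wells and 100% = medium only without gametocytes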
Mcl1-Bid inh = Mcl-1/Bid interaction inhibition; actives 0.97% (n = 220,000); Q07820; TR-FRET Mcl-1/Bid-Dy647 peptide binding, 1536-well; AID 1021; inhibition, % at 21.7 µM;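 active = compounds that cut the binding signal by more than half at the single screening dose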;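 also: His-tagged Mcl-1 with europium anti-His antibody binding Bid BH3 peptide; 0% = Mcl-1 plus peptide wells and 100% = peptide-only wells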
Target sequence (Q07820 whole entry, looked up): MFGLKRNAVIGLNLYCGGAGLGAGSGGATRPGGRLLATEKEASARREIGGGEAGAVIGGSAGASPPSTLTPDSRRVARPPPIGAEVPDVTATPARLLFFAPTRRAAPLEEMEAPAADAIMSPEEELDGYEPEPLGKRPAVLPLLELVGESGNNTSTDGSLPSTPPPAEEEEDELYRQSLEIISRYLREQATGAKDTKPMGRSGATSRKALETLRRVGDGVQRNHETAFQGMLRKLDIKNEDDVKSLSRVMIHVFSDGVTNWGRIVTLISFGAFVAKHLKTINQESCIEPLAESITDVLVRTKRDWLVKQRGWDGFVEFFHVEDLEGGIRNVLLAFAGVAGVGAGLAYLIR
Rab7 wt modul = modulators of GTP binding to dog Rab7 wildtype GTPase; GTP binding activity (percent of control), % at 10 µM; actives 0.055% (n = 190,000); AID 758; GST-Rab7 beads, fluorescent GTP binding, flow cytometry; actives lie on both sides; untreated = 100%, excess cold GTP = 0%;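 active = fluorescent GTP binding to Rab7 beads changed by at least 20 points from the 100% baseline, either direction, mostly lower; inconclusive = compound itself probably fluorescent, or too few beads counted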;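 also: median green fluorescence of bound Bodipy-FL-GTP per Rab7 bead population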
Bim-Mcl-1 = disrupts Bim peptide binding to human Mcl-1; Q07820; Bead-based flow cytometry, Bim peptide-Mcl-1 binding; inhibition, % at 10 µM; actives 0.1% (n = 190,000); AID 1009; in the data active = inhibition above about 40%;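 also: 0% = no compound tracer wells and 100% = peptide blocker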
HRas wt GTP = modulators of GTP binding to human HRas wildtype; GTP binding activity, % at 10 µM; AID 759; actives 0.14% (n = 190,000); GST-Ras wt beads, Bodipy-FL-GTP binding, flow cytometry; actives lie on both sides; P01112;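 active = GTP binding activity at least 20% away from the 100% baseline, either lowered as inhibitor or raised as activator; inconclusive = flagged as likely green fluorescent, judged across all proteins in the well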;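 also: 0% = unlabeled GTP competition control and 100% = no-compound control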
Target sequence (P01112 whole entry, looked up): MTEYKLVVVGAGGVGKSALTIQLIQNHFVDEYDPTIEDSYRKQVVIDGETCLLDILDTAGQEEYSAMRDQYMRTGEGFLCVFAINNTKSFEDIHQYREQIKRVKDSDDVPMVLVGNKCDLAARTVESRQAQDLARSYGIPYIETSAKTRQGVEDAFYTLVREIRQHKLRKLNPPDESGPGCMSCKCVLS
Rab2A wt mod = changes GTP binding to wildtype dog Rab2A, up or down; actives 0.19% (n = 190,000); GST-Rab2 wt beads, Bodipy-GTP binding, flow cytometry; GTP binding activity, % at 10 µM; AID 760;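 active = GTP binding activity at least 20 points away from 100%, either lowered or raised; inconclusive = signal likely due to the compound's own green fluorescence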;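 also: 0% = beads with excess unlabeled GTP and 100% = no-compound control corrected for plate trend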
Mcl1-Noxa inh = Mcl-1/Noxa interaction inhibition. Q07820. TR-FRET Mcl-1/Noxa peptide binding, 2 h. inhibition, % at 21.7 µM. actives 1.5% (n = 220,000);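 active = compounds that cut the protein-peptide binding signal by more than 50% relative to plate controls in a single-dose test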;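 also: His-tagged Mcl-1 with rhodamine Noxa BH3 peptide and terbium anti-His antibody; 0% = Mcl-1 plus Noxa peptide wells and 100% = peptide-only wells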
Rac1 wt modul = modulators of human Rac1 wildtype GTP binding | AID 757 | actives 0.27% (n = 190,000) | GST-Rac1 beads, fluorescent GTP binding, flow cytometry; actives lie on both sides; 0 = cold GTP competed, 100 = untreated | GTP binding activity (% of control), % at 10 µM | P63000;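 active = GTP binding activity at least 20 points away from the 100% control level, either lower or higher; inconclusive = compound flagged as likely green fluorescent, judged across all proteins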
* marks the source's active call; other numbers are inactive results; ? = inconclusive; nt = not tested or not shown.

SMILES	RGS8-Gao	Cdc42 wt GTP	Rac1 mut GTP	Pf gamet viab	Mcl1-Bid inh	Rab7 wt modul	Bim-Mcl-1	HRas wt GTP	Rab2A wt mod	Mcl1-Noxa inh	Rac1 wt modul
COc1cc(SC#N)ccc1N=Cc1c(C)[nH]n(-c2ccc(C)cc2)c1=O	95	91	90	20	-16	95	4	88	85	21	84
COC(=O)C(=C/C(C)=C/c1cccs1)C(=O)OC	91	91	93	2	-9	92	-2	93	93	2	97
COc1ccc(-c2cc(C(=O)N/N=C/c3ccc(OC)c(COCC(F)(F)C(F)F)c3)c3ccccc3n2)c(OC)c1	109	98	97	nt	-15	99	-7	97	99	11	100
Cc1ccc(Nc2nnc(SCC3CCCCO3)s2)cc1 (stereo unspecified)	105	97	97	12	8	98	-3	97	97	-6	104
C=CCc1c(C)[nH]c2c(OC)cccc2c1=S	96	98	96	1	26	101	-1	99	100	60*	100
CCN(CC)C(=O)C1CCCN(Cc2nc(-c3cccs3)no2)C1 (stereo unspecified)	93	98	94	12	9	103	-2	99	99	-6	102
O=Cc1cn(CCC(=O)O)nc1-c1cccc(Br)c1	104	92	93	18	-4	101	1	96	96	-2	97
CCOC(=O)N1CCC(N2Cc3cccc(C(=O)NC(C)c4ccc5c(c4)OCCO5)c3C2=O)CC1 (stereo unspecified)	102	100	97	nt	-1	98	-1	99	100	15	100
O=C(CCN1CCCCCC1)Nc1cccc(Cl)c1	99	96	97	nt	0	97	0	95	99	-1	95
O=S(=O)(c1ccc(SCCO)nc1)N1CCCC1	104	106	103	-10	0	101	-4	103	100	18	107
CCC(=O)OCCn1c(Br)nc2c1c(=O)[nH]c(=O)n2C	100	104	99	nt	-18	103	1	106	104	12	103
Cc1ccc(N=c2c([N+](=O)[O-])nn(-c3ccc4c(c3)OCCO4)n2O)cc1F	97	94	96	-12	-29	92	0	96	96	23	97
O=C(Nc1cccc(NC(=O)c2ccco2)c1)c1ccc([N+](=O)[O-])cc1	104	94	94	-8	-21	104	-4	97	100	10	99
O=C(c1cc2ncc(CCCl)cn2n1)N1CCCCCC1	106	100	101	-6	-34	95	-4	99	95	19	105
S=C1NC2(CCCCCC2)N=C1c1ccccc1	99	102	96	3	-37	105	0	101	104	-2	101
Cc1cc(=O)[nH]c(N/N=C/c2cn(CCC#N)nc2-c2ccccc2)n1	91	94	96	-17	1	97	-1	94	95	17	92
CC(=O)c1cc2c(cc1NC(=O)CCCC(=O)O)OCO2	104	102	99	nt	-5	100	-1	101	100	4	109
COc1ccc(N(C(=O)c2ccco2)S(=O)(=O)c2ccccc2)cc1	98	99	94	-1	2	94	-4	97	95	11	97
CCC(=O)N1CCN(c2nc(-c3ccccc3)c3c(c2C#N)CCCC3)CC1	99	96	93	-13	0	95	0	94	93	15	93
CC(=O)CC1=NC(C)(C)Cc2ccccc21	18*	100	101	-3	-39	98	2	98	100	-3	102
CCNC(=O)/C(=C\c1ccc2c(c1)OCO2)NC(=O)c1ccc(Br)cc1	95	100	94	nt	-7	98	0	100	97	10	98
Cn1c(NCc2c(O)ccc3ccccc23)nc2ccccc21	98	102	104	16	-5	104	-3	103	106	13	109
CCOC(=O)c1c(C)[nH]c(C(=O)CC(=O)OC)c1C	99	88	90	-27	-2	91	0	91	91	17	90
COc1ccc(N2CCN(c3nc(-c4cccs4)nc4ccccc34)CC2)cc1	102	96	95	14	-9	95	-2	96	94	-20	99
C/C(=N\Nc1nc(C(=O)O)cs1)c1ccccc1	96	94	93	12	-63	101	3	92	90	3	87

Following part:
SMILES	RGS8-Gao	Cdc42 wt GTP	Rac1 mut GTP	Pf gamet viab	Mcl1-Bid inh	Rab7 wt modul	Bim-Mcl-1	HRas wt GTP	Rab2A wt mod	Mcl1-Noxa inh	Rac1 wt modul
O=C(COc1ccc(Cl)cc1)Nc1cccc(-c2ccc3nncn3n2)c1	94	96	93	17	-17	96	0	94	96	17	98
CC(=O)Cc1nsc(NC(=O)c2ccc(-c3ccc(F)cc3)o2)n1	102	93	88	14	6	95	0	95	88	-1	93
NC(=O)CCN1CCCCC1	106	96	95	2	-38	93	4	93	96	-7	95
COc1ccc(C(=O)/C=C/c2ccccc2F)c(OC(=O)c2ccc([N+](=O)[O-])cc2)c1	98	95	96	nt	-17	96	2	98	96	0	96
CCOc1ccc2ncc(S(=O)(=O)c3ccccc3)c(N3CCN(c4ccc(OC)cc4)CC3)c2c1	101	101	100	3	-36	98	-2	100	99	49	105
COC(=O)C1SCC2C(=O)N(Cc3ccccc3)CC(=O)N21 (stereo unspecified)	82	97	97	31	4	91	-1	92	96	2	95
O=c1cc(CSc2ccc(Cl)cc2)nc(N2CCCCC2)[nH]1	104	101	97	-17	-4	98	0	98	98	11	99
CCN(CC)C(=S)Nc1ccc(Cl)c(Cl)c1	100	102	97	-3	-56	101	1	97	98	-4	100
O=C(NC(=S)Nc1ccccn1)c1ccc([N+](=O)[O-])cc1	99	101	102	-1	-66	104	-1	103	102	17	107
C=CCn1c(CNc2ccc(C)cc2)nnc1SCC(=O)N/N=C/c1ccc(O)cc1O	99	?	?	-46	-7	?	-2	?	?	-3	?
CC(=O)N1CCC2(CC1)CC(=O)c1cc(OCC(=O)NCc3ccco3)ccc1O2	101	103	100	-3	-69	108	2	105	104	2	104
CCOC(=O)c1[nH]c(C=O)c(C(=O)OCC)c1C	99	98	97	4	17	96	-1	96	98	13	96
CCOc1ccc(S(=O)(=O)n2nc(C)cc2C)c2ccccc12	104	104	101	nt	-2	102	-2	100	103	9	108
C=CCNC(=O)/C(=C\c1ccc([N+](=O)[O-])cc1)NC(C)=O	111	97	91	-2	7	94	-2	96	96	13	93
CCCn1c(C)cc(C(=O)COc2ccc(S(=O)(=O)N(CC)CC)cc2[N+](=O)[O-])c1C	103	99	99	7	-66	99	-5	100	98	12	104
CC(C)C(=O)Nc1cccc(C(=O)Nc2nncs2)c1	101	95	91	13	-26	92	-3	92	92	nt	90
CCNC(=O)CC1C(=O)N(c2ccccc2)C(=O)N1CCC(C)C (stereo unspecified)	103	103	98	14	-2	101	-3	100	102	10	108
Cc1ccc(Oc2nccc(-c3ccc(Cl)cc3)n2)cc1	100	102	99	nt	-13	102	-1	101	100	6	104
O=C(CSc1ccccc1)Nc1nnc(COc2ccc(Cl)cc2)s1	92	97	96	10	-8	102	-9	100	97	38	103
COC(=O)c1ccccc1CON1C(=O)C(C)(C)N(OCc2ccccc2C(=O)OC)C(=O)C1(C)C	103	95	94	nt	-14	98	-1	97	94	-8	95
O=C(Cn1nnc(-c2ccc3c(c2)OCO3)n1)NCc1ccccc1	99	98	96	5	-10	98	0	99	98	2	101
CS(=O)(=O)N(CC(=O)NCc1ccco1)c1ccc2c(c1)OCO2	105	110	104	nt	-31	101	-2	108	109	23	106
CCN(CC)S(=O)(=O)c1ccc(N=Nc2c(C)[nH]n(C(N)=S)c2=O)cc1	113	98	98	nt	-25	98	-1	101	101	23	104
Cc1nnc(NC(=O)CCCN2C(=O)c3ccccc3C2=O)s1	103	101	101	nt	-1	104	2	101	103	16	106
Cc1cccc(C(=O)n2c(=S)nc3ccccn32)c1	96	94	92	nt	23	93	-10	95	92	nt	90

(cont.)
SMILES	RGS8-Gao	Cdc42 wt GTP	Rac1 mut GTP	Pf gamet viab	Mcl1-Bid inh	Rab7 wt modul	Bim-Mcl-1	HRas wt GTP	Rab2A wt mod	Mcl1-Noxa inh	Rac1 wt modul
COc1ccc2c(C)nc(N/C(N)=N/S(=O)(=O)c3ccc(C)cc3)nc2c1	102	84	89	-11	-14	95	3	88	87	18	77*
O=C(NCCCNc1ccc([N+](=O)[O-])cc1)C(F)(F)F	102	100	97	-13	-37	104	-7	100	99	8	105
Cc1onc(-c2c(F)cccc2Cl)c1C(=O)NC(=S)NC1CCS(=O)(=O)C1 (stereo unspecified)	100	104	100	nt	-60	108	0	105	103	8	104
c1ccc2c(c1)C(=Nn1cnnc1)c1ccccc1-2	99	101	99	nt	2	100	3	101	101	17	102
O=[N+]([O-])c1ccc(N/N=C2/CCCCC2c2ccccn2)cc1 (stereo unspecified)	101	100	98	-1	-19	96	-5	95	97	27	99
CN(C)CCOC(=O)CCc1ccccc1	101	95	95	nt	-12	96	0	98	98	2	101
COc1ccc2c(c1)cc(C)c1nnc(SCC(=O)N(C)c3nc(-c4ccccc4)cs3)n12	104	103	97	-4	12	105	-3	103	103	5	110
O=C(O)CCn1cc(/C=C2\NC(=S)N(c3ccccc3)C2=O)c(-c2ccc(Br)cc2)n1	95	90	90	-49	-34	91	2	92	90	15	93
c1ccc(C2CC(c3ccccc3)n3ncnc3N2)cc1 (stereo unspecified)	104	91	94	nt	5	96	1	95	93	-3	95
CCCCNC(=O)CN1C(=O)c2cccc(N)c2C1=O	105	?	?	8	-14	?	0	?	?	2	?
CCN(CC)CC(=O)Nc1ccc(-c2nc3cc(NC(=O)CN(CC)CC)ccc3o2)cc1	100	105	100	18	-3	99	-3	102	103	13	110
CC1(C)Cc2c(C#N)c(N3CCN(C(=O)c4ccccc4)CC3)nc(Cc3ccccc3)c2CO1	103	100	101	20	12	100	-3	101	99	17	104
CCc1ccc(C2c3[nH]c4ccccc4c3CCN2C(=O)CN2CCN(CC)CC2)cc1 (stereo unspecified)	106	92	94	-17	-24	103	-2	94	97	-1	92
COC(=O)Nc1ccc(S(=O)(=O)N2CCCC(C(=O)O)C2)cc1 (stereo unspecified)	100	94	94	12	-30	95	-1	96	95	-1	98
C/C(CC1(O)C(=O)Nc2ccccc21)=N\O (stereo unspecified)	97	100	98	nt	4	100	-3	100	100	4	101
COc1cc(NS(=O)(=O)c2ccc(C)c(C)c2)c(OC)cc1Cl	104	98	100	15	-38	94	0	98	96	15	99
Cc1ccc(S(=O)(=O)N(C)Cc2nc(-c3ccc(Br)cc3)no2)cc1	99	100	98	nt	-13	97	0	101	100	5	103
O=C(CN1CCN(C(=O)c2ccco2)CC1)Nc1cc(Cl)ccc1Cl	100	95	91	3	-11	96	-4	96	92	11	94
CN(C)c1ccc(NC(=O)CN2CCC(O)(c3ccccc3)CC2)cc1	101	105	97	2	-35	99	-1	100	101	22	103
CCNc1nc(NCc2ccccc2)nc(Oc2ccc(=O)[nH]n2)n1	102	103	98	nt	-6	94	0	100	100	-22	103
COc1ccc(-c2cn3cccnc3n2)cc1	99	92	94	9	-30	93	2	93	95	0	95
CCOC(=O)N1CCC(NC(=O)C2CCCN(S(=O)(=O)c3cccc4nsnc34)C2)CC1 (stereo unspecified)	103	98	97	nt	-13	99	-2	101	100	5	99
O=c1c2ccccc2ncn1CCOCCOc1ccc([N+](=O)[O-])cc1	102	99	95	nt	-1	103	0	98	100	7	99

Screening data as filed in PubChem BioAssay.

Outcome played no part in choosing rows (roughly 2.9% active in at least one column).
